From PubChem
TexasRed autofl – qHTS Assay for Spectroscopic Profiling in Texas Red Spectral Region; Compound fluorescence, Texas Red channel, 547/618 nm; active compounds read high; max dye-equivalent concentration, M; 59,000 tested, 0.06% active; in the data active = max dye-equivalent concentration above about 10 nM; inconclusive = between about 1.1 nM and that limit
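Fluorescence at ex 547/em 618 nm, normalized against an on-plate Texas Red standard series to give dye-equivalent concentration per compound concentration. Buffer 100 mM Tris, pH 8.0; 15 min RT incubation before CCD imaging.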
Rhodamine fluor – qHTS Assay for Spectroscopic Profiling in Rhodamine Spectral Region; 59,000 tested, 0.05% active; max dye-equivalent concentration, M; Rhodamine-region fluorescence, 547/598 nm, Tris buffer; active compounds read high; AID 594, 2007; in the data active = max dye-equivalent concentration above about 11 nM; inconclusive = between about 1.1 nM and that limit
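Intensities are converted to rhodamine-equivalent concentration using a six-point rhodamine standard on each plate. Compounds sit 15 min at room temperature in 100 mM Tris buffer, pH 8.0; read uses the 547/598 nm excitation/emission pair.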
Fluorescein fluor – qHTS Assay for Spectroscopic Profiling in Fluorescein Spectral Region; AID 593, 2007; 59,000 tested, 0.91% active; max fluorescein-equivalent concentration, M; Compound autofluorescence, 480/540 nm, fluorescein-equivalent; active compounds read high; in the data active = max fluorescein-equivalent concentration above about 10 nM; inconclusive = between about 1.1 nM and that limit
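Library compounds, added at multiple concentrations to pH 8.0 Tris buffer (100 mM), incubate 15 min at room temperature before CCD imaging at 480 nm excitation and 540 nm emission.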
FLuc inh – qHTS Assay for Inhibitors of Firefly Luciferase; Potency, µM (doses to about 57.1 µM), for inactives: at the highest dose activity change, negative = inhibition, usual class: inhibitors; purified firefly luciferase, luminescence, 8 min; 72,000 tested, 2.2% active; active = well fitted inhibition curve with a large enough effect; inconclusive = small, poorly fitted or top-dose-only effect; note: potency is the fitted concentration of half-maximal effect; % is set by controls: 0 for no effect and ±100 for the full control effect; nearly all actives have a fitted effect of over 40% in size
Target sequence (P08659 whole entry, looked up): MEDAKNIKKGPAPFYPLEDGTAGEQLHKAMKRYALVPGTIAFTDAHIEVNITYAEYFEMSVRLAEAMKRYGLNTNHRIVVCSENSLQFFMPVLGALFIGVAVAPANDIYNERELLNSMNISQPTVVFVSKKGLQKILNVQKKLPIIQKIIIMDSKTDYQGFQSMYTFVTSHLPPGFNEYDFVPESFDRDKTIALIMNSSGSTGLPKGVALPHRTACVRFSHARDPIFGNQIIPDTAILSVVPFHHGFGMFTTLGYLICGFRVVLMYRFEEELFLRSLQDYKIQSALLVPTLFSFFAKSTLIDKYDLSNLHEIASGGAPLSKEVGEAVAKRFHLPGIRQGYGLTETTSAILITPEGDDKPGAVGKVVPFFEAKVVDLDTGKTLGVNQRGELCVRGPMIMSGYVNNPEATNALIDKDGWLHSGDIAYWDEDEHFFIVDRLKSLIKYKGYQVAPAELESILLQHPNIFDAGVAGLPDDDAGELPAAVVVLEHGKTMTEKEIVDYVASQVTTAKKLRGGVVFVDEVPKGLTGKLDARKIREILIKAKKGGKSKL
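Titration-based qHTS; buffer 50 mM imidazole pH 7.2, 50 mM KCl, 7 mM MgCl2, 10 uM ATP, 0.01% Tween 20, 0.05% BSA; luciferase/luciferin detector mix added after compound; 8 min, ambient; luminescence.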
An asterisk follows results filed as active; i = inactive; ? = inconclusive; [ ] = another dose, or the depositor's remark. Not all compounds are listed. The share of hits here may be higher or lower than overall.

SMILES	TexasRed autofl	Rhodamine fluor	Fluorescein fluor	FLuc inh
CC1(C)Cc2c(c(-c3ccccc3)nc3[nH][nH]c(=O)c23)CO1	i	i	i	1%[25.5 µM]
CCCC(CCC(=O)Nc1ccc(C(=O)OCC)cc1)C(=O)O (stereo not drawn)	i	i	?	0%[25.5 µM]
CCC(=O)Nc1ccc(-c2nnc(-c3ccccc3)o2)cc1	i	i	i	-23%[25.5 µM]
Cc1onc(-c2ccccc2)c1C(=O)N[C@@H]1C(=O)N2[C@@H]1SC(C)(C)[C@@H]2C(=O)O	i	i	?	0%[25.5 µM]
Nc1nonc1C(=O)NCCN=Cc1cc(Cc2ccccc2)cc(Br)c1O	i	i	2e-08M*	2%[25.5 µM]
Cn1c(=O)c2c(nc(NCC(O)CO)n2CCc2ccccc2)n(C)c1=O (stereo not drawn)	?	i	i	-2%[25.5 µM]
CCC(CC)c1nc2cc(OC)c(OC)cc2c(=O)o1	?	i	i	-1%[25.5 µM]
CCOC(=O)c1[nH]c2cc3c(cc2c1NC(=O)CN1CCc2ccccc2C1)OCO3	i	i	?	3%[25.5 µM]
O=C(c1ccc(F)cc1)N1CCC(N2CCCCCC2)CC1	i	i	i	1%[25.5 µM]
O=c1c2c3c(sc2nc2n1CCCS2)CCCC3	i	i	i	-7%[25.5 µM]

Among those listed so far, these have a carbonyl joined to an NH by a bond outside any ring:
SMILES	TexasRed autofl	Rhodamine fluor	Fluorescein fluor	FLuc inh
CCCC(CCC(=O)Nc1ccc(C(=O)OCC)cc1)C(=O)O (stereo not drawn)	i	i	?	0%[25.5 µM]
CCC(=O)Nc1ccc(-c2nnc(-c3ccccc3)o2)cc1	i	i	i	-23%[25.5 µM]
Cc1onc(-c2ccccc2)c1C(=O)N[C@@H]1C(=O)N2[C@@H]1SC(C)(C)[C@@H]2C(=O)O	i	i	?	0%[25.5 µM]
Nc1nonc1C(=O)NCCN=Cc1cc(Cc2ccccc2)cc(Br)c1O	i	i	2e-08M*	2%[25.5 µM]
CCOC(=O)c1[nH]c2cc3c(cc2c1NC(=O)CN1CCc2ccccc2C1)OCO3	i	i	?	3%[25.5 µM]

Filtered by structure, those above with sulfur.
SMILES	TexasRed autofl	Rhodamine fluor	Fluorescein fluor	FLuc inh
Cc1onc(-c2ccccc2)c1C(=O)N[C@@H]1C(=O)N2[C@@H]1SC(C)(C)[C@@H]2C(=O)O	i	i	?	0%[25.5 µM]
O=c1c2c3c(sc2nc2n1CCCS2)CCCC3	i	i	i	-7%[25.5 µM]

The listing continues:
SMILES	TexasRed autofl	Rhodamine fluor	Fluorescein fluor	FLuc inh
COc1ccc(N2CC(=O)N(c3ccc(OC)c(OC)c3)CC2=O)cc1OC	i	i	?	0%[25.5 µM]
Cc1[nH]nc2cn[nH]c12	i	i	i	2%[25.5 µM]
CCc1nc(N2CCCC2)c(C#N)c2c1CCCC2	i	i	i	2%[25.5 µM]
CN(Cc1c(O)ccc2c1oc(=O)c1ccccc12)C1CCCCC1	i	i	i	-1%[25.5 µM]
COc1ccc(Cn2c(O)cc(=O)[nH]c2=O)cc1	i	i	i	-1%[25.5 µM]
Cn1c(NCCN2CCCCC2)cc(=O)n(C)c1=O	i	i	i	1%[25.5 µM]
C=C(Br)Cn1c(CCCC)nc2ccccc21	i	i	i	1%[25.5 µM]
CCOC(=O)C1CCN(c2nc3ccccc3nc2C(C#N)C(=O)OCCOC)CC1 (stereo not drawn)	i	i	?	0%[25.5 µM]
CC1(C)S[C@@H]2[C@H](NC(=O)C(C(=O)O)c3ccccc3)C(=O)N2[C@H]1C(=O)O (stereo partly drawn)	i	i	i	1%[25.5 µM]
CC(=Nc1ccc(C)c(C)c1)C1=C(O)CCC1=O	i	i	?	-5%[25.5 µM]
CC(NC(=O)Nc1nnc(C(F)(F)F)s1)(C(F)(F)F)C(F)(F)F	i	i	i	1%[25.5 µM]
Nc1ccc2[nH]ncc2c1	i	i	i	-1%[25.5 µM]
Cc1ccc(Cn2ncc3c(N4CCN(Cc5ccc(Cl)cc5)CC4)ncnc32)cc1	i	i	i	2%[25.5 µM]
CCc1cc(=O)oc2c(CN3CCN(C)CC3)c(O)c(Cl)cc12	i	i	i	-1%[25.5 µM]
CN1CCc2c(sc3c2c(=O)n(-c2ccccc2)c2nnc(SCc4ccccc4)n32)C1	i	i	i	-1%[25.5 µM]
CC1(c2cnc(Nc3ccccc3)s2)CCC(=O)O1 (stereo not drawn)	i	i	i	-7%[25.5 µM]
O=C(c1ccccc1)C(CCC(CN1CCOCC1)C(=O)c1ccccc1)CN1CCOCC1 (stereo not drawn)	i	i	i	0%[25.5 µM]
COc1ccc2c(c1)nc(N)n2Cc1ccccc1	i	i	i	1%[25.5 µM]
Cc1c(/C(O)=C2\C(=O)C(=O)N(CCN(C)C)C2c2cccs2)cnn1-c1ccccc1 (stereo not drawn)	i	i	i	-12%[25.5 µM]
CCN(CC)CCCn1c(C)cc2c(c1=O)C(c1ccc(OC)c(OC)c1OC)C(C#N)=C(N)O2 (stereo not drawn)	i	i	?	0%[25.5 µM]
CC1(C)CC(=O)c2cc(C(=O)N3CCCC(C)(C)C3)c(=O)n(-c3ccccc3)c2C1	i	i	i	3%[25.5 µM]
O=C(CSc1nc2ccccc2s1)Nn1cnnc1	i	i	?	-2%[25.5 µM]
Cc1cc(=O)oc(C)c1C(=O)Nc1cccc2nonc12	i	i	?	3%[25.5 µM]
CCCn1nc(Oc2nc(SC)nc(N(C)C)n2)ccc1=O	i	i	?	3%[25.5 µM]
CCN(CC)Cc1cc(C(C)=O)ccc1OCC(C)C	i	i	i	1%[25.5 µM]
CCOC(=O)c1c(C)n(C)c2ccc(OC)c(NC(=O)CN3CCC4(CC3)OCCO4)c12	i	i	?	-1%[25.5 µM]
CCOC(=O)C1CSc2[nH]c(=O)sc2C1c1ccccc1 (stereo not drawn)	i	i	?	1%[25.5 µM]
COC(=O)c1cc(Br)c(=O)n(Cc2cccnc2)c1	i	i	?	1%[25.5 µM]
CCOC(=O)C1=C[C@]2(CC)CCCN3CCc4c(n1c1ccccc41)[C@@H]32	i	i	?	0%[25.5 µM]
CCCCSc1nnc(-c2ccc(NC(C)=O)cc2)n1C	i	i	?	-1%[25.5 µM]
Cc1cccc(Nc2ncnc3ccccc23)c1	i	i	i	-3%[25.5 µM]
CCCc1cc(=O)oc2c(CN3CCN(C)CC3)c(O)c(Cl)cc12	i	i	i	1%[25.5 µM]
O=C(NC1CCS(=O)(=O)C1)c1c(NC(=O)C2COc3ccccc3O2)sc2c1CCCC2 (stereo not drawn)	i	i	i	4%[25.5 µM]
COc1ccccc1-n1c(=O)c2c3c(sc2n2c(SC)nnc12)CCC3	i	i	i	2%[25.5 µM]
O=C(CNC1=NCCC1)c1ccc2c(c1)OCCO2	i	i	?	1%[25.5 µM]
CCN1CC=C2C(C#N)=C(N)C(C#N)(C#N)[C@H](c3cccc(OC)c3OC)[C@H]2C1	i	i	9.6e-08M*	0%[25.5 µM]
CN(Cc1ccccc1)c1ncnc2ccc(Br)cc12	i	i	i	3%[25.5 µM]
CC1(C)Cc2c(C#N)c(N3CCN(C(=O)c4ccccc4)CC3)nc(-c3ccco3)c2CS1	i	i	?	-2%[25.5 µM]
COC(=O)CSc1ncnc2c1sc1nc(-c3ccco3)c3c(c12)CC(C)(C)OC3	i	i	i	-1%[25.5 µM]
CC(=O)Oc1ccccc1C1OC(=O)c2ccccc2N1C(C)=O (stereo not drawn)	i	i	i	1%[25.5 µM]
CCN(CC)CCNC(=O)c1ccccc1N	?	i	i	-3%[25.5 µM]
COc1ccc(CCn2c(=N)c(C#N)cc3c(=O)n4ccccc4nc32)cc1	i	i	1e-08M*	1%[25.5 µM]
Cc1ccc2nc(C(F)(F)F)c(C#N)c(N)c2c1	i	i	?	1%[25.5 µM]
CC1(C)CC(=O)C(C=NCCN2CCN(CCc3ccccc3)CC2)=C(O)C1	i	i	?	0%[25.5 µM]
N#CC1=C(SCC(=O)c2ccccc2)NC2=C(C(=O)CCC2)C1c1ccco1 (stereo not drawn)	i	i	i	1%[25.5 µM]
O=P(Cc1nnco1)(c1ccccc1)c1ccccc1	?	i	i	2%[25.5 µM]
COCCOC(=O)c1c(C)nc(SCC(=O)Nc2ccc(OC)cc2)c(C#N)c1-c1ccco1	i	i	i	2%[25.5 µM]
COC(=O)[C@H]1CCCN1C(=O)Nc1cccc(Oc2c(F)c(F)c(F)c(F)c2F)c1	i	i	i	2%[25.5 µM]
CC1(C)Cc2c(C#N)c(NCCc3ccccc3)nc(-c3ccco3)c2CO1	i	i	i	-1%[25.5 µM]
Cn1c(=O)oc2cc(C(=O)c3ccccc3)ccc21	i	i	i	-3%[25.5 µM]
Other compounds:
SMILES	TexasRed autofl	Rhodamine fluor	Fluorescein fluor	FLuc inh
CN=C1c2cc3c(Br)c(OC)ccc3n2CCN1C	i	i	?	0%[25.5 µM]
COc1cccc(/C(O)=C2/C(=O)C(=O)N(CCN(C)C)C2c2ccc(Br)cc2)c1 (stereo not drawn)	i	i	i	-1%[25.5 µM]
Nc1ccc2c3c(cccc13)CC2	i	i	?	-9%[25.5 µM]
Cc1ccc(S(=O)(=O)NC(=O)NCc2ccc3c(c2)OCO3)cc1	?	i	i	-1%[25.5 µM]
CCOC(=O)N1CCN(c2ncnc3c2cnn3-c2ccc(OC)cc2)CC1	i	i	?	2%[25.5 µM]
c1ccc2c(c1)[nH]c1c(N3CCN(C4CCCCC4)CC3)ncnc12	i	i	?	1%[25.5 µM]
C#CC1CN(Cc2ccccc2)CC(C#C)N1C (stereo not drawn)	i	i	i	3%[25.5 µM]
CCOC(=O)C1=C(CSc2nc3c(cc2C#N)CCC3)OC(N)=C(C#N)C1c1ccccc1 (stereo not drawn)	i	i	?	-4%[25.5 µM]
C=CCn1c(=S)[nH]c2ccccc2c1=O	i	i	i	0%[25.5 µM]
CC1(C)Cc2c(C#N)c(NCC3CCCO3)nc(-c3ccco3)c2CO1 (stereo not drawn)	i	i	i	-2%[25.5 µM]
Brc1cccc(-c2cnc3n2CCCCC3)c1	i	i	i	-2%[25.5 µM]
CCN(CC)C(=O)COn1c(SCC(=O)N(CC)CC)nc2ccccc2c1=O	i	i	?	1%[25.5 µM]
COc1ccc(C(=O)c2ccc(N3CCOCC3)cc2)c(OC)c1	i	i	i	-6%[25.5 µM]
Cc1nnc(C)n1/N=C/c1cc(Br)cc(Br)c1O	i	i	?	0%[25.5 µM]
COc1cc(=O)n2c(-c3ccccc3)csc2n1	i	i	i	1%[25.5 µM]
N#Cc1c(N)n(CCOC(=O)c2cccc(Br)c2)c2nc3ccccc3nc12	i	i	i	4%[25.5 µM]
O=C(Nc1ccccn1)NC(C(F)(F)F)C(F)(F)F	?	i	i	2%[25.5 µM]
CCSc1nc(N)c2c3c(sc2n1)CCC3	i	i	i	-16%[25.5 µM]
CCOC(=O)c1c(CNCCN(CC)CC)n(C)c2cc(Br)c(OC)cc12	i	i	i	4%[25.5 µM]
CC12CCC(C(=O)N(CCC#N)CCC#N)(CC1=O)C2(C)C (stereo not drawn)	i	i	i	1%[25.5 µM]

Two of the compounds above, with values under each structure:
Every second line gives: TexasRed autofl, Rhodamine fluor, Fluorescein fluor, FLuc inh
COc1ccc(N2CC(=O)N(c3ccc(OC)c(OC)c3)CC2=O)cc1OC
→ i, i, ?, 0%[25.5 µM]
Cc1[nH]nc2cn[nH]c12
→ i, i, i, 2%[25.5 µM]

Later entries:
SMILES	TexasRed autofl	Rhodamine fluor	Fluorescein fluor	FLuc inh
CCCCN(C(=O)CCC(=O)O)C1CC(=O)N(c2ccc(OCCC)cc2)C1=O (stereo not drawn)	i	i	i	1%[25.5 µM]
O=c1[nH]cnc2cc(-c3ccccc3)sc12	i	i	i	2%[25.5 µM]
CC1N(O)C(c2ccc(Cl)cc2Cl)N(O)C1(C)C (stereo not drawn)	i	i	i	0%[25.5 µM]
N#CC1=C(N)OC2=C(C(=O)CCC2)[C@]12C(=O)N(CC(N)=O)c1ccccc12	i	i	?	-1%[25.5 µM]
Nc1cccc(C(=O)O)c1	i	i	?	0%[25.5 µM]
CCOC(=O)C1CCN(C(C)=C2C(=O)c3ccccc3C2=O)CC1	i	i	?	-1%[25.5 µM]
O=C(CCC(=O)CCN1CCCCC1)CCN1CCCCC1	i	i	i	1%[25.5 µM]
COc1cc(S(=O)(=O)N2CCN(c3ccc(F)cc3)CC2)ccc1Cl	i	i	?	-3%[25.5 µM]
Cc1ccc2c(c1)C(CCN)C(=O)N2Cc1ccccc1 (stereo not drawn)	i	i	?	1%[25.5 µM]
CC1(C)Cc2c(c(N3CCOCC3)nc3snc(N)c23)CO1	i	i	i	-2%[25.5 µM]
CNC(=O)c1cc2ccccc2o1	i	i	i	-1%[25.5 µM]
CCC(=O)N(Cc1cccs1)C1CCOC(C)(C)C1 (stereo not drawn)	i	i	?	0%[25.5 µM]
